High-throughput results as filed in PubChem.
WT yeast gro inh: growth inhibition of WT yeast, mitochondrial fusion screen; mitochondrial fusion phenotypic screen, WT strain; 190,000 tested, 2.1% active; AID 1362; inhibition, % at 10 µM; in the data active means inhibition above about 58%; tested in S. cerevisiae
Autophagy mod: alters autophagy in cells; 190,000 tested, 0.98% active; calls only at 10 µM (by protocol); MEF GFP-LC3 puncta imaging; test concentration mostly 10 µM;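 active means percentage of spot-positive cells more than 3 SD above its plate mean, without a fluorescence outlier flag or 80% toxicity; inconclusive means no clear call, values can overlap the other calls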;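 further: spot-positive cell cutoff set from DMSO-treated cells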
MT stabilizer: stabilizes microtubules in HeLa cells. HeLa tubulin immunostaining HCS, 24 h; share of cells brighter than vehicle mean+2SD. 200,000 tested, 0.83% active. AID 2205. % tubulin-high responders, % at 10 µM;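 active means plate Z-score above 3 for both tubulin-high and condensed-nucleus cell shares, with cell loss under 80%, at 10 µM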;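 further: anti alpha tubulin signal scored within the nucleus-defined area of each cell; some results filed as inactive read as strong as hits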
Myeloid diff MLP: compounds promoting myeloid differentiation; calls only at 10 µM; ER-HoxA9 myeloid progenitors, lysozyme-GFP differentiation, flow cytometry; AID 624256; 360,000 tested, 1% active;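 active means normalized GFP-positive differentiation at or above the plate's own cutoff, the solvent-only control mean plus 3 SD; inconclusive means no clear call, values can overlap the other calls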;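 further: cells exposed to compound for four days before flow analysis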
West Nile antiviral: West Nile virus antiviral activity, cell-based, CPE readout (AID 1621) | 290,000 tested, 0.02% active | CPE inhibition, % at 10 µM, or IC50 in µM where a hit was titrated | West Nile virus-infected cells, CPE inhibition; higher % means a stronger effect; in the data active means a potency from the dose series; inconclusive means CPE inhibition mostly from about 3.7% at the one dose, without a potency; inactive means the rest, 99 in 100 with CPE inhibition below about 2.2%; further: strong numbers were not always called active
Ins promoter up: MIN6 insulin promoter up-regulation. 190,000 tested, 0.3% active. z-score at 5 µM. MIN6 insulin promoter-GFP reporter, high-content imaging; active compounds read high;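 active means z-score above 3 at 5 µM with at least 500 cells counted in the well; inconclusive means wells under 500 cells, flagged as cytotoxic or low count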
bCat nuc transl: beta-catenin nuclear translocation modulation; nuclear translocation activity, % at 5 µM; 190,000 tested, 0.3% active; HeLa beta-catenin nuclear translocation, immunofluorescence imaging;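 active means nuclear translocation activity above 50% at 5 µM, with a well cell count of 50 or more; inconclusive means wells under 50 cells across six images, flagged as toxic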;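 further: per-cell ratio of nuclear to cytoplasmic median beta-catenin stain intensity; plate controls were DMSO negative control for no effect and GSK-3 inhibitor IX positive control for full effect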
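System: HeLa cells, endogenous beta-catenin; compound dosing: 5 µM primary single dose, 0.1% DMSO, 0.02–20 µM confirmation series; incubation: 24 h compound exposure at 37°C, 5% CO2; signal: beta-catenin immunofluorescence imaging with DAPI; evaluation: % activation, nuclear-to-cytoplasmic median beta-catenin signal ratio per cell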
T cell modulator: modulates CD8 T cell binding to vesicles; AID 2052; 330,000 tested, 0.068% active; calls only at 7 µM; 2C CD8+ T cell-vesicle binding, flow cytometry; active compounds read low;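 active means response, share of CD8 T cells binding vesicles, and their 90th percentile fluorescence all below set limits, cut at about 80% in these data, passing the limit was not always enough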
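material = purified 2C TCR transgenic mouse naive CD8+ T cells | controls = Unloaded micro-vesicles (low), QL9 vesicles with 0.7% DMSO (high) | detection = cytometric PE anti-B7-1 and Alexa647 anti-CD8 signals after 1% paraformaldehyde fixation | incubation = binding step 1.5 h, 37 °C, antibody labelling 20 min, ice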
Lipid droplet: hepatic lipid droplet formation modulation; AML12 mouse hepatocytes, oleate lipid droplets, BODIPY imaging; AID 1656; inhibition, % at 6.5 µM; 240,000 tested, 0.4% active;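 active means lipid droplet intensity inhibited by at least 50%, with more than 500 cells counted; inconclusive means wells with under 300 cells, treated as cytotoxic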
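Material – mouse AML12 hepatocyte cell line, fixed after treatment · Compound dosing – one dose, 6.5 µM compound · Times – compound with oleate, overnight · Measured by – Image-based BODIPY and DAPI two-channel analysis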
WT yeast gro inh mutant strain: second read-out of WT yeast gro inh, no call of its own (marks repeat the call); inhibition, %; mitochondrial fusion phenotypic screen, mutant strain inhibition
Ins promoter up cell count: also measured in Ins promoter up; calls as there; cell count; measured here: cytotoxicity, nuclei count;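 total cells summed across four imaged fields per well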
Lipid droplet cells 6.5 µM: further read-out of Lipid droplet, marked with its call; cell count; measured here: cell count, cytotoxicity flag;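 cells counted across two imaged fields per well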
bCat nuc transl cell count 5 µM: recorded beside bCat nuc transl, whose call it bears; cell count; measured here: cell count, cytotoxicity flag
T cell modulator vesicle-bound %: also measured in T cell modulator; calls as there; double positive events, %; measured here: CD8+ vesicle-bound cell fraction;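 binding gate set so that unloaded-vesicle control wells show 10% double positive cells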
MT stabilizer Hoechst-high %: recorded beside MT stabilizer, whose call it bears; % Hoechst-high responders; measured here: nuclear condensation Hoechst responders;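 share of cells brighter than vehicle mean plus two SD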
MT stabilizer cytotoxicity %: recorded beside MT stabilizer, whose call it bears; toxicity, %; measured here: cytotoxicity by cell density;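 0% = mean cell density of plate MIN control wells and 100% = no cells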
Autophagy mod cell loss 18 h: recorded beside Autophagy mod, whose call it bears; toxicity, %; measured here: cell loss, nuclei count;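 cell loss after 18 h compound exposure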
Myeloid diff MLP GFP+ MAC1+ %: second read-out of Myeloid diff MLP, no call of its own (marks repeat the call); GFP+ MAC1+ double positive, %; measured here: differentiation confirmed by MAC1 staining
Starred values were filed as active, the others as inactive; i = inactive; ? = inconclusive; . = no result given; + = active, no number.

Sequence of screens: WT yeast gro inh	WT yeast gro inh mutant strain	Autophagy mod	Autophagy mod cell loss 18 h	MT stabilizer	MT stabilizer Hoechst-high %	MT stabilizer cytotoxicity %	Myeloid diff MLP	Myeloid diff MLP GFP+ MAC1+ %	West Nile antiviral	Ins promoter up	Ins promoter up cell count	bCat nuc transl	bCat nuc transl cell count 5 µM	T cell modulator	T cell modulator vesicle-bound %	Lipid droplet	Lipid droplet cells 6.5 µM
- CC(C)N(Cc1ccco1)/N=C/c1c(O)n(Cc2ccccc2)c(=O)[nH]c1=O
  .	.	.	.	.	.	.	i	0.5	-0.3%	0.25	1018	0.7	1211	i	28	9	725
- CCC(CC)N1CCN(C(=O)Cc2ccccc2)CC1
  9	18	i	-4	5.1	2.6	2.4	i	1.5	-0.4%	0.26	1234	-3.4	1202	i	38	16	748
- Cn1c(O)c(C=NCCN2CCNCC2)c(=O)n(C)c1=O
  -4	8	i	-2	3.5	2.1	2.9	i	2.5	0.1%	.	.	.	.	i	37	-6	745
- O=C(O)CCn1cc(C=C2C(=O)NC(=S)NC2=O)c(-c2ccccc2)n1
  -7	2	i	9	3.4	2.6	7.0	i	0.1	0.9%	0.55	1581	-0.4	885	i	33	1	669
- CCN(CC)CCCC(C)N=C(c1ccccc1)c1c(O)n(C)c(=O)n(C)c1=O (configuration not stated)
  -9	1	i	-18	3.6	3.7	7.0	i	0.8	-0.1%	-0.61	1365	0.0	1202	i	40	.	.
- O=c1[nH]c(=O)n(Cc2ccccc2Cl)c(O)c1C=Nc1ccc(F)cc1
  1	-26	i	-6	1.9	3.3	8.1	i	0.4	0.7%	-0.13	1505	-2.7	1144	i	55	-20	673
- COc1cc(/C=C2\C(=O)NC(=O)N(c3ccccc3)C2=O)cc(OC)c1O
  3	76	i	3	2.2	1.4	9.0	i	8.3	0.0%	-0.07	899	-5.4	1236	i	19	2	753
- CCN(CC)C(=O)c1ccc(NC(=O)COc2ccc(-c3nn(C)c(=O)c4ccccc34)cc2)cc1
  .	.	.	.	.	.	.	i	0.6	-0.1%	.	.	.	.	i	25	-10	849
- COc1ccc(CCNCc2ccc(SC)cc2)cc1
  -9	-7	i	-25	3.9	2.1	0.4	.	.	-0.7%	.	.	.	.	i	34	.	.
- CCCCn1c(C)c(C(=O)O)c2cc(OC)c3ccccc3c21
  .	.	.	.	.	.	.	i	0.5	0.7%	.	.	.	.	i	58	19	865
- Cc1cc(=O)oc2cc(OCC(=O)N3C[C@H]4C[C@@H](C3)c3cccc(=O)n3C4)ccc12
  .	.	.	.	.	.	.	i	1.2	0.1%	.	.	.	.	i	29	-2	773
- NS(=O)(=O)c1ccc(-c2ccc(C=C3C(=O)NC(=O)NC3=O)o2)cc1
  .	.	.	.	.	.	.	i	3.4	0.0%	.	.	.	.	i	19	6	755
- CCC(C)N1C(=O)/C(=C\c2cc3c4c(c2)CCCN4CCC3)C(=O)NC1=S (configuration not stated)
  13	-1	i	20	5.1	2.6	3.1	i	1.0	-0.3%	1	1248	16	538	i	60	4	776
- C=CCn1c(O)c(C(C)=NCc2cc(OC)cc(OC)c2)c(=O)[nH]c1=O
  14	15	i	-2	1.2	1.2	9.5	i	1.0	1.6%	1.2	1090	3.6	493	i	41	.	.
- c1ccc2c(N3CCNCC3)nsc2c1
  4	-18	i	2	2.3	2.3	1.8	?	.	-1.4%	3.1*	1072*	-0.7	1092	i	26	0	660
- CCC(=NCc1cccnc1)c1c(O)n(-c2ccc(C)cc2)c(=O)[nH]c1=O
  .	.	.	.	.	.	.	i	0.3	0.0%	0.25	1163	0.9	1322	i	58	-7	704
- O=C(COc1ccc(Cl)cc1)N(c1ccccc1Cl)C1CN2CCC1CC2 (configuration not stated)
  .	.	.	.	.	.	.	i	0.7	0.2%	-0.44	758	1.5	1340	i	46	27	747
- CCCCn1c(O)c(/C(C)=N/NC(=O)Nc2ccccc2)c(=O)[nH]c1=O
  .	.	.	.	.	.	.	i	0.4	0.4%	0.57	1348	-1.2	1334	i	18	-2	695
- Cc1[nH]c2ccccc2c1C(=O)C(=O)N1CCC2(CC1)OCCO2
  6	-1	i	6	2.6	4.2	8.2	i	0.5	0.1%	-0.02	1179	-1.0	1018	i	45	-13	700
- CC1CN(c2ccc([N+](=O)[O-])cc2Cl)CCN1 (configuration not stated)
  2	25	i	7	4.5	2.5	5.6	i	0.6	0.7%	-1	1313	-0.4	1110	i	47	16	680
- CN1CCN(C(=O)COc2ccc(N(C)S(=O)(=O)c3ccc(F)cc3)cc2)CC1
  -4	11	i	-12	5.0	1.9	8.3	i	1.2	0.1%	0.12	1208	-2.4	1082	i	41	0	674
- O=C1N=c2ccccc2=C/C1=C\c1c(O)[nH]c(=S)[nH]c1=O
  -9	-20	i	-16	3.0	2.5	1.3	i	0.1	-0.3%	0.14	1529	-2.3	1176	i	48	-1	676
- COc1ccc(/C=C2\C(=O)NC(=O)N(CCC3=CCCCC3)C2=O)c(OC)c1
  -1	7	i	19	3.1	2.8	5.0	i	0.3	0.3%	0.11	1452	1.6	1041	i	28	-13	669
- CCCC(C)C1(CC)C(=O)NC(=Nc2ccccc2OC)NC1=O (configuration not stated)
  17	11	i	-8	2.0	1.3	7.2	i	9.1	-0.3%	1	810	-2.2	1128	i	17	-14	741
- COc1cccc(NC2=NCCCS2)c1
  .	.	.	.	.	.	.	i	0.7	-0.9%	.	.	.	.	i	68	-2	767
- Cc1cccc(CS(=O)(=O)Cc2ccc(C(=O)N3CCC4(CC3)OCCO4)o2)c1
  1	-20	i	13	3.7	2.2	7.8	i	1.1	-0.2%	1.3	1268	0.7	927	i	18	18	754
- CNC(=O)Oc1ccc(C(=O)N2c3ccccc3NC(=O)C2C)cc1 (configuration not stated)
  .	.	.	.	.	.	.	i	0.7	0.0%	.	.	.	.	i	58	-9	755
- COc1cccc(C(=O)C2CCCN(Cc3ccc4nsnc4c3)C2)c1 (configuration not stated)
  18	31	i	15	2.7	2.7	4.8	i	0.4	-0.9%	1	1319	-0.1	982	i	24	8	741
- C=CCn1c(O)c(/C(CC)=N/NC(=S)Nc2ccccc2)c(=O)[nH]c1=O
  .	.	.	.	.	.	.	i	1.3	0.1%	0.75	1443	0.1	1272	i	16	-8	698
- CN1C(=O)C(=Cc2ccccc2OCc2ccc(C(=O)O)cc2)C(=O)N(C)C1=O
  -16	-17	i	-6	1.0	0.9	5.6	i	0.5	0.2%	.	.	0.8	1492	i	39	5	754
- Cc1cccc(-n2c(O)c(C=Nc3ccc(Br)cn3)c(=O)[nH]c2=O)c1
  0	13	i	-2	1.7	1.7	3.1	i	0.2	0.4%	0.13	1463	1.9	1509	i	46	4	549
- C[C@@H]1CC[C@H]2[C@@H](C)C(=O)O[C@@H]3O[C@@]4(C)CC[C@@H]1[C@]32OO4
  .	.	.	.	.	.	.	+	4.4*	-1.0%	.	.	.	.	i	25	-2	792
- CCC(=O)OC1(c2ccccc2)CCN(C)CC1C (configuration not stated)
  -3	-1	i	34	6.0	1.5	11	i	0.3	-0.7%	-0.19	1486	-2.1	969	i	48	0	696
- C=CCn1c(O)c(C=Nc2c(C)n(C)n(-c3ccccc3)c2=O)c(=O)[nH]c1=O
  .	.	.	.	.	.	.	i	0.4	0.3%	0.63	1130	-1.5	1304	i	52	0	753
- COc1cc(C(=O)N/N=C/C23CC[C@@H](O)CC2(O)CC[C@@H]2[C@@H]3CCC3(C)C(C4=CC(=O)OC4)CCC23O)ccc1O (some centres not stated)
  .	.	.	.	.	.	.	i	0.2	?	0.38	984	-0.3	1316	i	4	8	641
- Cc1ccc(CN2CCN(Cc3ccccc3F)CC2)cc1
  -7	-13	i	-14	2.4	2.6	2.3	i	0.1	-0.6%	1	1530	-4.4	1125	i	24	9	685

Only part of the results is shown, so the mix of outcomes need not match the whole.
